FLuc inh counter = firefly luciferase enzyme inhibitors, primary screen, artefact control for luciferase-based inhibitor screens, biochemical, luminescence, ATPLite; Luciferin 4-monooxygenase (Photinus pyralis), P08659; 10 min; inhibition, % at 10 µM; 200,000 compounds, 1.5% hits;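 active = inhibition above about 50% when tested at 10 µM, limit read from the data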
Target sequence (P08659 whole entry, looked up): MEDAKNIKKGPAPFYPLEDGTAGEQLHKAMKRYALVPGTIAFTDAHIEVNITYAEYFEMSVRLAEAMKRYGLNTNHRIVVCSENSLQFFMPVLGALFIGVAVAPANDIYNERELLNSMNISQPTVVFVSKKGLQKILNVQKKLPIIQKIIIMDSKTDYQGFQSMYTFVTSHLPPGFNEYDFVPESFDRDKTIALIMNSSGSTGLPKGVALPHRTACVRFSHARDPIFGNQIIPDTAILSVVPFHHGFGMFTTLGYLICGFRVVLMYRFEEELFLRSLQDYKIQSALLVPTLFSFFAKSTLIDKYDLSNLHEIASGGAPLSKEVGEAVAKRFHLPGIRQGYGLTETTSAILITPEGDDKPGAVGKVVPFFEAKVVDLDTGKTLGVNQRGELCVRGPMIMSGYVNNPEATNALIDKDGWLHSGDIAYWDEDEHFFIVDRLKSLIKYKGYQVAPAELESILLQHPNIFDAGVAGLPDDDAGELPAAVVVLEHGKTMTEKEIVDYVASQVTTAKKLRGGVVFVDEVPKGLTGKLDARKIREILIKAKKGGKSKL
STAT1 inh = STAT1 signaling inhibitors, primary screen, cell-based, HTS, luciferase reporter; NIH 3T3 STAT1-luciferase reporter, IFN-gamma, luminescence; inhibition, % at 5.5 µM; 200,000 compounds, 0.35% hits; AID 920, 2007;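 active = inhibition above a set limit, the mean inhibition across all tested compounds plus 3 SD, cut at about 34% in these data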;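 also: 0% = IFN-gamma with DMSO and 100% = IFN-gamma with 300 µM nifuroxazide; values of inactives mirror those of a sister screen read the other way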
NF-kB neuron act = activators of NF-kB expression in neurons, primary screen, cell-based, HTS. human neuronal cells, NF-kB reporter expression; active compounds read high. AID 1239, 2008. 190,000 compounds, 1.6% hits. fold change at 12.5 µM; in the data active = fold change above about 3.3
RAM inhibit = inhibitors of the yeast RAM network, primary screen, dse1pr::URA3 reporter, 5-FOA selection. S. cerevisiae dse1pr::URA3 reporter, 5-FOA growth OD615, 2 d; analog-sensitive cbk1-as2 kinase mutant strain. 190,000 compounds, 1.8% hits. inhibition, % at 50 µM;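 active = inhibition above a set limit, 3 SD over mean compound inhibition, cut at about 8.4% in these data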;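 also: 0% = DMSO-only wells with no growth and 100% = 10 µM 1-NA-PP1 full growth; inhibition rescues growth on 5-FOA so higher OD means more RAM inhibition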
STAT1 act = STAT1 signaling activators, primary screen, cell-based, HTS, luciferase reporter. AID 932, 2007. NIH 3T3 STAT1-luciferase reporter, IFN-gamma, luminescence; 100% = IFN-gamma alone, no compound. 200,000 compounds, 2.6% hits. activation (% of control), % at 5.5 µM;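 active = activation above the screen-wide mean activation plus 3 SD, cut at about 130% in these data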;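 also: raw ratio to IFN-gamma control signal so 100% means no change and 0% no light; values of inactives mirror those of a sister screen read the other way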
STAT3 inh = IL-6 driven STAT3 reporter inhibitors, primary screen, U3A cells, luciferase, luminescence, MLSCN library. IL-6 STAT3-luciferase reporter; host cell line lacks STAT1. inhibition, % at 5.5 µM. AID 862, 2007. 190,000 compounds, 0.89% hits;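 active = inhibition above the mean inhibition across all screened compounds plus 3 SD, cut at about 44% in these data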;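 also: 0% = DMSO only wells and 100% = 100 µM nifuroxazide control wells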
STAT3 activator = IL-6 driven STAT3 reporter potentiators, primary screen, U3A cells, luciferase, luminescence, MLSCN library; activation (% of control), % at 5.6 µM; IL-6 STAT3-luciferase reporter; 100% = signal with IL-6 EC80 alone; 190,000 compounds, 0.91% hits;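 active = activation above the screen-wide mean of compound activation plus 3 SD, cut at about 130% in these data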;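 also: 0% = background luminescence of wells with medium and substrate only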
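System – human U3A cells carrying STAT3-luciferase construct · Probe or stimulus – Interleukin-6, 33 ng/mL · Schedule – compound 1 h, then IL-6 6 h at 37 °C · Signal – luminescence from STAT3-driven luciferase reporter · Evaluation – percent of IL-6-only median luminescence · Benchmarks – IL-6-only high control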
APP 5'UTR act = activators of APP 5'UTR luciferase reporter, primary screen, SH-SY5Y cells; SH-SY5Y APP 5'UTR luciferase reporter, luminescence; zero percent = DMSO vehicle wells; activation, % at 2 µM; 190,000 compounds, 1% hits;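 active = activation above a set limit, based on mean plus 3 SD of controls, cut at about 140% in these data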; also: values of inactives mirror those of a sister screen read the other way
Hsp70 act = Hsp70 transcriptional activators, primary screen, cell-based, HeLa, Hsp70 promoter luciferase, luminescence, 10 µM; 200,000 compounds, 0.04% hits; activation, % at 10 µM; AID 1203, 2008; HeLa Hsp70 promoter luciferase reporter; scaled: vehicle 0, proteasome-inhibitor control 100%;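 active = activation above the mean across all tested compounds plus 3 SD, cutoff set per campaign, cut at about 5.5% in these data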;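 also: 100% = MG132 at 30 µM as the positive control and 0% = DMSO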
APP 5UTR inh = inhibitors of APP translation via 5'UTR reporter, primary screen, APP 5'UTR luciferase, SH-SY5Y cells; SH-SY5Y APP 5'UTR-luciferase reporter, luminescence; inhibition, % at 2 µM; 190,000 compounds, 0.82% hits; AID 1285, 2008;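 active = inhibition above a set limit, derived from the sample mean plus 3 SD, cut at about 45% in these data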; also: values of inactives mirror those of a sister screen read the other way
An asterisk follows results filed as active; / = no result given.

SMILES	FLuc inh counter	STAT1 inh	NF-kB neuron act	RAM inhibit	STAT1 act	STAT3 inh	STAT3 activator	APP 5'UTR act	Hsp70 act	APP 5UTR inh
O=C(c1cccs1)N1C2CCC1CC(O)(c1cccnc1)C2 (stereo not drawn)	-6	-10	0.86	1.3	109	10	96	-4	0.5	4
COP(=O)(OC)C(O)C(Cl)(Cl)Cl (stereo not drawn)	-3	-3	1.3	0.6	103	20	85	-2	-0.2	2
O=C1CN=C(c2ccc(Br)cc2)c2oc3ccccc3c2N1	-2	8	1	5.5	92	-14	117	-1	-0.3	1
CCOC(=O)c1c(C)c(P(=S)(N2CCOCC2)N2CCOCC2)n(C)c1C	-1	2	0.94	1.1	98	-8	110	-5	0.2	5
COc1cccc(C2(O)CCN(CC(=O)Nc3nc(C)cs3)CC2)c1	0	-2	0.89	1.9	100	1	106	-13	-0.1	13
O=C1NC(=O)C(CCc2ccncc2)(Cc2ccc([N+](=O)[O-])cc2)C(=O)N1	2	2	0.99	0.4	98	2	101	4	0.1	-4
CCN1CCN(Cc2cc(Br)cc(OC)c2O)CC1	-4	1	1	-1.1	99	10	93	-4	0.1	4
O=C1C2CCCN2C(c2ccccc2)N1c1ccccn1 (stereo not drawn)	-5	-1	1	1.6	100	0	103	7	-0.1	-7
Cc1ccc(C(=O)c2cc(Br)ccc2N)cc1	-4	-7	/	-0.9	105	-6	110	24	2.3	-24
CCOC(=O)C1SC2(C(F)F)CC1(O)c1c(c(OC)c3occc3c1OC)O2 (stereo not drawn)	-8	5	1.1	0.4	96	8	96	-3	-0.1	3
O=C(OCCN1CCOCC1)C1(c2ccccc2)CCCC1	-1	3	1.3	0.9	96	13	96	1	-0.2	-1
CCCCCCOC(=O)c1ccccc1N	-4	1	1.1	0.7	100	2	103	3	0.1	-3
Cc1cccc(N=Cc2c(O)n(-c3ccccc3C)c(=O)[nH]c2=O)c1	-2	-1	1	-0.8	101	10	96	6	-0.1	-6
Cn1cccc1/C=C1\C(=O)NC(=O)N(Cc2ccccc2Cl)C1=O	-4	-19	1.9	5.8	117	-24	121	-3	0.1	3
COc1ccccc1C(=O)C1CCCN(Cc2cnc(C)s2)C1 (stereo not drawn)	-7	2	1.2	2.3	97	6	97	1	-0.3	-1
CC(=O)Nc1cc(C(=O)N2CCC3(CC2)OCCO3)ccc1S(=O)(=O)c1ccc(C)cc1	2	3	1.1	0.9	97	12	97	3	-0.1	-3
COc1ccc(C2SCC(=O)Nc3c2c(C)nn3C2CCOC(C)(C)C2)cc1OC (stereo not drawn)	-1	-4	1.1	-1.3	104	-4	103	0	0.0	0
CCOC(=O)c1c(C)n(Cc2ccccc2)c2ccc(O)cc12	-4	12	0.87	2.8	87	16	92	-25	-0.4	25
CN(C)C(=O)Oc1ccc(Cl)c2cccnc12	-8	-8	1.1	0.1	106	2	101	13	-0.4	-13
O=C1NC(=S)N(c2ccc(Cl)cc2)C(=O)/C1=C/N1CCN(C(=O)c2ccco2)CC1	-2	-5	1.3	4.5	105	-2	106	10	0.0	-10
O=c1[nH]c(=S)[nH]c(O)c1C(c1ccccn1)c1c(O)[nH]c(=S)[nH]c1=O	-5	0	1	0.7	99	4	97	18	-0.2	-18
O=[N+]([O-])c1ccc(C2[C@H]3C(c4ccccc4)=NC4(CCCCC4)N23)cc1 (stereo partly drawn)	-5	5	1	2.0	96	4	99	-1	-0.2	1
CNCC(O)c1cccc(OC(=O)c2ccccc2C)c1 (stereo not drawn)	0	-4	1	0.9	104	-5	108	-9	-0.5	8
CC1CC(NC(=O)C2C3CCC(O3)C2C(=O)O)CC(C)(C)C1 (stereo not drawn)	-1	10	0.77	1.2	91	7	95	8	-0.3	-8
Cn1c(O)c(/C=N/c2ncccn2)c(=O)n(C)c1=O	-4	-6	1.2	0.4	105	-7	104	-31	-0.1	31
CCCCCc1nc2ccccc2c(=O)n1-c1ccccc1[N+](=O)[O-]	-2	-8	1.1	4.6	107	-5	102	2	-0.4	-2
CNC(=O)OCCc1n(C)cc[n+]1C	-4	4	1.3	-0.4	97	6	98	7	0.1	-7
c1cncc(CNCCc2c[nH]c3ccccc23)c1	1	4	1.1	-0.1	95	6	100	4	-0.1	-4
CCc1c(C)nc(N)nc1N1N=C1SCC(N)=O	-7	-6	1.4	1.3	106	5	102	-3	-0.5	3
CC(=O)Nc1ccccc1OP1(=O)COc2ccccc2OC1	-6	-1	0.86	0.5	101	3	104	-9	0.5	9
CC1CN=C(NC(C)c2ccccc2)S1 (stereo not drawn)	0	-7	1.1	-0.5	105	1	106	15	0.5	-15
CC(Cc1ccccc1Sc1ccccc1O)N(C)C (stereo not drawn)	-6	-2	1.4	1.6	102	1	98	5	0.0	-5
CN1CCN(c2ccc([N+](=O)[O-])c(Sc3nncn3C)c2)CC1	2	-3	1.1	0.9	101	-5	110	1	-0.3	-1
CC1CN=C(NCc2ccncc2)S1 (stereo not drawn)	-5	-5	1.4	1.7	105	-1	106	-20	0.3	20
COCCn1cc(C(=O)N2CCC3(CC2)OCCO3)c2c3ccccc3n(C)c2c1=O	-7	-3	0.65	1.2	103	14	97	3	-0.3	-3
Cn1cc(NC(=O)CCl)cn1	-7	5	1.3	1.2	95	10	96	-15	-0.2	15
CC(C)N1CCN(Cc2ccccc2C(F)(F)F)CC1CCO (stereo not drawn)	-4	-1	1.1	0.3	100	7	99	-6	-0.1	6
Cc1ccc(-c2nc3ccccc3c(=O)n2-c2cccc(O)c2)cc1	-2	6	0.92	-0.7	95	-1	103	-6	-0.2	6
OC(CNC1CCCCCCC1)c1ccccc1 (stereo not drawn)	-6	-2	1.2	0.7	100	-6	112	6	0.0	-6
CCN(CC)C(=O)N[C@H]1C[C@@H]2c3cccc4[nH]cc(c34)C[C@H]2N(C)C1	-6	5	0.85	1.5	95	16	88	3	-0.3	-3
Cc1cc(Cl)ccc1OCCCC(=O)NCc1cccs1	-7	-4	1.2	1.3	104	-2	100	1	0.1	-1
CC1CCCN(c2ccc(C(=O)N3CCC4(CC3)OCCO4)cc2[N+](=O)[O-])C1 (stereo not drawn)	0	-10	0.95	-0.4	110	0	102	10	-0.2	-10
CCC(=NCc1ccco1)c1c(O)n(-c2ccc(OC)cc2)c(=O)[nH]c1=O	0	-1	1.1	0.1	101	20	88	2	-0.3	-2
O=[N+]([O-])[N-][n+]1cnn(Cc2ccccc2)c1	-7	0	1.8	0.0	99	9	103	10	0.2	-10
N#Cc1ccccc1Cn1cc(C(=O)C2CC2)c2ccccc21	-2	31	0.93	4.1	72	8	97	-1	-0.6	1
CCCCCCOc1ccc(CN2CCN(C)CC2)cc1	12	-11	1.1	0.6	110	19	88	144*	-0.2	-144
Nc1ccnn1C1CCNCC1	-3	-1	1.1	-0.7	101	-2	105	13	-0.4	-13
O=C1C2CCCN2C(c2cccc(Cl)c2)N1c1ccccn1 (stereo not drawn)	-4	4	1.1	0.3	96	-2	104	-2	-0.2	2
CC(C)(C)C(=O)c1cn(Cc2ccccc2)c2ccccc12	-2	-32	0.81	0.3	126	-2	106	1	-0.3	-1
O=C1/C(=C/c2cc([N+](=O)[O-])ccc2Cl)N2CCC1CC2	2	-5	0.93	2.3	104	4	98	14	0.0	-14
CCOc1ccc(C2SCC(=O)Nc3c2c(=O)[nH]n3C2CCCCCC2)cc1 (stereo not drawn)	-6	4	1.2	7.2	98	1	105	12	-0.3	-12
CN1CC2([N+](=O)[O-])CC=C(Cl)C([N+](=O)[O-])(C1)C2 (stereo not drawn)	-2	-1	0.93	1.5	101	8	102	6	-0.1	-6
C=CCn1c(O)c(C(CC)=Nc2cc(OC)ccc2OC)c(=O)[nH]c1=O	-6	-9	1.3	4.8	108	12	94	12	0.1	-12
CCC(C)NC(=O)c1c(N)n(CC2CCCO2)c2nc3ccccc3nc12 (stereo not drawn)	-5	-6	0.54	9.1*	104	-9	111	-17	-0.4	17
Cc1cccc(N2C(=O)NC(=O)/C(=C/c3ccc(-c4ccc(C(=O)O)c(Cl)c4)o3)C2=O)c1	-2	-7	1	-0.7	105	5	99	12	-0.3	-12
CC(C)Oc1ccc(C2C(C#N)=C(N)Oc3c2c(=O)oc2ccccc32)cc1 (stereo not drawn)	-3	20	1.1	2.6	82	7	98	-3	0.0	3

4 compounds out of the list, arranged by length of the SMILES, smallest number first.
SMILES	FLuc inh counter	STAT1 inh	NF-kB neuron act	RAM inhibit	STAT1 act	STAT3 inh	STAT3 activator	APP 5'UTR act	Hsp70 act	APP 5UTR inh
CCCCCCOc1ccc(CN2CCN(C)CC2)cc1	12	-11	1.1	0.6	110	19	88	144*	-0.2	-144
O=C1C2CCCN2C(c2cccc(Cl)c2)N1c1ccccn1 (stereo not drawn)	-4	4	1.1	0.3	96	-2	104	-2	-0.2	2
CCC(C)NC(=O)c1c(N)n(CC2CCCO2)c2nc3ccccc3nc12 (stereo not drawn)	-5	-6	0.54	9.1*	104	-9	111	-17	-0.4	17
CC(C)Oc1ccc(C2C(C#N)=C(N)Oc3c2c(=O)oc2ccccc32)cc1 (stereo not drawn)	-3	20	1.1	2.6	82	7	98	-3	0.0	3

Profiles, looked up by structure. Values in the order: FLuc inh counter | STAT1 inh | NF-kB neuron act | RAM inhibit | STAT1 act | STAT3 inh | STAT3 activator | APP 5'UTR act | Hsp70 act | APP 5UTR inh
`N#Cc1ccccc1Cn1cc(C(=O)C2CC2)c2ccccc21` as listed: -2 | 31 | 0.93 | 4.1 | 72 | 8 | 97 | -1 | -0.6 | 1
`COc1ccccc1C(=O)C1CCCN(Cc2cnc(C)s2)C1` (stereo not drawn) as listed: -7 | 2 | 1.2 | 2.3 | 97 | 6 | 97 | 1 | -0.3 | -1

This is a subset. The share of hits here may be higher or lower than overall.
